# Screening results deposited in PubChem by several laboratories.
# Granule exo inh: blocks lytic granule exocytosis; TALL-104 LAMP-1 surface exposure, flow cytometry; cells stimulated with thapsigargin and PMA; inhibition, % at 10 µM; 0.66% of 360,000 active; AID 651702;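 active = inhibition above about 55%, limit read from the data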
# iPSC survival up: hiPSC single-cell survival enhancement | survival enhancement, % at 20 µM | 0.044% of 360,000 active | ATPlite luminescence; 100% = ROCK inhibitor wells, 0% = DMSO; in the data active = survival enhancement above about 18%;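 also: cells exposed to compounds for 16 hours before the ATP read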
# aDG glyco act: increases alpha dystroglycan glycosylation | activation, % at 10 µM | Pro5-aDG cells, alpha-DG glycosylation AlphaScreen (IIH6); 0% Pro5, 100% B10-LARGE cell signal | 0.22% of 360,000 active;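 active = activation of at least 8% versus controls, or a plate z-score of at least 8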;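 also: Pro5 are CHO cells carrying HIG-tagged alpha-DG that lacks glycosylation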
# Glyco luc inh: N-linked glycosylation inhibition; 0.23% of 360,000 active; D54 ERlucT glycosylation luciferase reporter, 24 h; percent of 100 nM tunicamycin response; reporter increase, % at 12.5 µM;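 active = mean luciferase reporter signal, scaled so untreated is 0 and the glycosylation-blocking control 100, at or above a set limit in every replicate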;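 also: luciferase carries N-glycosylation sites so blocking glycosylation raises the light; 0% = median of neutral control wells and 100% = median of 100 nM tunicamycin wells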
# ABCB6 inh 2: inhibitors of human ABC transporter ABCB6. fluorescence ratio to DMSO, % at 10 µM. AID 602162. 0.19% of 360,000 active. K562-ABCB6 porphyrin accumulation, flow cytometry, 1 h; stronger effect = lower value;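 active = fluorescence ratio to DMSO below 75%, the collection mean minus 3 SD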;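 also: signal is porphyrin accumulated inside mitochondria; 100% equals median channel fluorescence of DMSO control wells; lower ratio means ABCB6 inhibition with less porphyrin fluorescence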
# MC4R antagonist: human MC4R antagonism in cAMP assay; inhibition, % at 6.5 µM; MC4R-expressing cells, MTII-stimulated cAMP, LANCE TR-FRET; 0.48% of 360,000 active; P32245;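 active = inhibition above its plate's cutoff, the mean of tested wells on that plate plus 3 SD, cut at about 29% in these data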;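 also: 0% = Melanotan II alone and 100% = Melanotan II plus saturating MCL0020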
# Target sequence (P32245 whole entry, looked up): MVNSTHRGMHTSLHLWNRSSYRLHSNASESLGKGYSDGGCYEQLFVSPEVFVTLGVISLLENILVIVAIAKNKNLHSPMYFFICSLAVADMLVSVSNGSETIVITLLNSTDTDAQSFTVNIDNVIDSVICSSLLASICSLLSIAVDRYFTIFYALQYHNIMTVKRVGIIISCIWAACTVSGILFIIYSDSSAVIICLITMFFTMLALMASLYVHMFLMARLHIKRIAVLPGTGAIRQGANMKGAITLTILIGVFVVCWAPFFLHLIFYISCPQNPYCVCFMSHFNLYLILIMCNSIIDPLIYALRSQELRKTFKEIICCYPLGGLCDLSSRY
#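 Material: U2OS-MC4R stable cell line | Reagent: Melanotan II challenge after compound preincubation | Doses: One concentration, 6.5 µM nominal | Incubation: 30-min compound preincubation, 1-h Melanotan II challenge, 1-h detection, room temperature | Signal: TR-FRET cAMP assay | Replicates: One well per compound, no replicates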
# H9c2 protect: myocardial damage modulation in H9c2 cells | H9c2 cardiomyocytes, H2O2 injury protection, ATPLite, 2 h | protection from H2O2 cell death, % at 20 µM | 0.63% of 360,000 active | AID 588492;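 active = compounds giving at least 50% protection of heart cells from peroxide-induced death in the single-dose screen, raw or plate-pattern-corrected value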;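 also: 0% = DMSO wells with peroxide and 100% = DMSO wells without peroxide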
# ABHD5-PLIN5 inh: blocks binding of human ABHD5 to perilipin-5; 0.78% of 360,000 active; inhibition, % at 4 µM; Split G. princeps luciferase complementation, luminescence, 4 h;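 active = inhibition above the mean inhibition across every tested compound plus 3 SD, cut at about 22% in these data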;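 also: 0% = DMSO only wells and the 100% control is not disclosed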
# MC4R barr agon: agonists of human melanocortin 4 receptor (MC4R) beta-arrestin; U2OS MC4R beta-arrestin complementation, luminescence; percent of melanotan II response, DMSO zero; activation, % at 8.9 µM; 0.98% of 360,000 active; AID 540308;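 active = activation above a per-plate cutoff, the mean activation of sample wells on that plate plus 3 SD, cut at about 8% in these data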
# m5-HT2A agonist: agonists of mouse serotonin 5-HT2A receptor (HTR2A). CHO-K1 mHTR2A beta-arrestin complementation, luminescence; percent of 30 µM serotonin response. 0.66% of 360,000 active. activation, % at 7.6 µM;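 active = activation above a run cutoff, the mean activation of all tested compounds plus 3 SD, cut at about 14% in these data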;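 also: 0% = plate median of compound wells and 100% = 30 µM serotonin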
# Target sequence (P35363 whole entry, looked up): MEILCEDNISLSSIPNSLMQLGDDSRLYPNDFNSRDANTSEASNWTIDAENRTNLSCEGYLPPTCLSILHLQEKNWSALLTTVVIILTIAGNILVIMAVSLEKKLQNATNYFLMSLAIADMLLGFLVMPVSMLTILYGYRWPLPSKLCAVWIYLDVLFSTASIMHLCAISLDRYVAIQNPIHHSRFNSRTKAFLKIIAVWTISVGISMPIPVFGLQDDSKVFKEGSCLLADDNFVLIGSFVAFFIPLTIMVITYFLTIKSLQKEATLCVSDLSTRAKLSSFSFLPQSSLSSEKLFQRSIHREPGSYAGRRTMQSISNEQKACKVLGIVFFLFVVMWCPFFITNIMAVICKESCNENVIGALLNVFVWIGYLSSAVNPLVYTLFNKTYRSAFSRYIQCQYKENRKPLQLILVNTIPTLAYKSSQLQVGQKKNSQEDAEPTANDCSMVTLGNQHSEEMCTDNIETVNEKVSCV
# An asterisk follows results filed as active; . = no result given.
# The line under a structure holds: Granule exo inh	iPSC survival up	aDG glyco act	Glyco luc inh	ABCB6 inh 2	MC4R antagonist	H9c2 protect	ABHD5-PLIN5 inh	MC4R barr agon	m5-HT2A agonist
CCN(CC)C(=O)CSc1nc2c(sc(=S)n2-c2ccccc2)c(=O)n1-c1ccccc1OC
→ 11	0.5	-0.2	1	98	3	5	7	0.3	0
CC(c1ccccc1)C1C(C#N)=C(N)OC2=C1C(=O)CC(C)(C)C2 (stereo not drawn)
→ 75*	0.4	0.1	0	100	13	2	-4	1.1	1
Cc1cc(CN(C)C(=O)C2CCC(=O)N(CCc3cccc(F)c3)C2)on1 (stereo not drawn)
→ -1	-0.4	0.0	3	99	1	-3	1	-3.7	4
COC(=O)N(C)c1ccccc1C(=O)N1CCOCC1
→ 1	-0.3	-0.1	3	100	3	3	-1	2.3	3
CC(c1nc2ccccc2o1)N1C(=O)c2ccccc2C1=O (stereo not drawn)
→ 0	1.4	-0.2	0	101	1	6	-2	-0.9	-4
CC1(C(=O)Nc2ccc(Cl)c(C(F)(F)F)c2)Cc2c(-c3ccc(C(N)=O)cc3)ccnc2O1 (stereo not drawn)
→ 32	-1.3	0.8	-8	80	8	17	4	-2.1	4
Cc1cccc(CN2CCN(c3nc4nonc4nc3NC3CC3)CC2)c1
→ 0	-0.5	0.0	2	92	0	7	10	1.9	8
CCN(C(=O)CSc1nnc(-c2cccc(Cl)c2)n1N)c1c(N)n(Cc2ccccc2)c(=O)[nH]c1=O
→ 0	0.0	0.0	4	97	3	-4	-5	-1.4	7
COC(=O)c1cc(OC)c(OC)cc1NC(=O)CCC1CCCC1
→ -2	-0.5	0.4	-4	107	0	-1	-5	-1.3	0
CC(C)CC(=O)Nc1ccccc1-c1nnn(CC(=O)N2CCOCC2)n1
→ 2	0.1	0.0	4	98	2	1	5	-0.5	6
COc1ccc(OC)c(CNC(=O)CCNC(=O)Cn2ccc3ccccc3c2=O)c1
→ -2	0.0	0.1	0	106	3	5	5	0.7	4
CCOC(=O)C(=O)NCc1ccc(/C=C2/N=C(C)C(C(=O)OCC)=C2O)o1
→ -3	-0.6	0.0	2	96	-21	1	3	-1.9	0
NC(=O)COc1ccccc1/C=C1/SC(=O)N(CC(=O)N2CCc3ccccc3C2)C1=O
→ 1	1.2	0.4	-1	97	10	-4	8	-2.4	-4
O=C(NNC(=O)c1cccc(S(=O)(=O)Nc2ccccc2F)c1)c1ccncc1
→ 0	6.8	-0.1	1	102	14	1	-3	1.0	0
COc1ccccc1-n1c(SC(C)C(=O)NCC2CCCO2)nc2cc(Cl)ccc2c1=O (stereo not drawn)
→ 5	0.8	1.0	-2	99	2	6	1	-3.1	-4
c1ccc(CN2CCOCCOCCOCC2)cc1
→ 8	1.1	0.0	0	99	3	-4	-5	0.2	-2
CCOc1ccc(-n2nnc3c(=O)n(CC(=O)NCc4ccco4)cnc32)cc1
→ 2	1.3	-0.1	-1	85	-3	0	-2	-1.7	1
COC(=O)CN(c1ccccc1F)S(=O)(=O)c1ccccc1
→ -2	-3.0	-0.1	1	97	1	7	-1	-2.6	-1
Nc1nc(-c2ccc(Cl)cc2)nn1C(=O)c1cccs1
→ 0	-0.5	0.2	10	97	-1	-7	1	-1.0	-3
CC(=O)c1sc(NC(=O)c2ccco2)nc1-c1ccccc1
→ 8	0.2	0.0	1	98	3	-14	-2	-1.0	-2
CC(=O)Nc1cccc(NC(=O)C2CC(=O)N(CCc3ccc(F)cc3)C2)c1 (stereo not drawn)
→ -1	-0.6	0.0	2	104	17	1	3	1.8	-5
CCN(C[C@H]1N[C@@](Cc2ccccc2)(C(=O)OC)[C@H]2C(=O)N(Cc3ccccc3)C(=O)[C@@H]12)C(=O)c1ccc(F)cc1
→ 8	-1.1	0.2	-3	95	2	22	5	-1.6	2
CC(=O)Nc1ccc(NC(=O)CN2CCN(c3ccccn3)CC2)cc1
→ -10	4.1	0.0	0	90	0	0	4	-1.9	7
CCC(C)(C)NC(=O)c1sccc1Oc1ccc(F)cc1[N+](=O)[O-]
→ 0	0.4	0.0	3	102	8	-4	-6	0.8	-4
CC1=C(CC(=O)O)c2cc(F)ccc2C1=Cc1ccc(S(C)(=O)=O)cc1
→ 0	-2.4	-0.3	-1	101	-10	-1	1	-0.3	-6
CCOc1ccc(S(=O)(=O)N2CCC(C(=O)Nc3cccc(NC(C)=O)c3)CC2)cc1
→ 4	0.0	-0.1	2	85	4	-7	1	1.5	3
Cc1ccc(S(=O)(=O)Nc2ccc(Nc3nccn4c(-c5ccc6ccccc6c5)cnc34)cc2)cc1
→ -5	-1.0	0.4	3	94	8	-5	-1	-1.4	-3
NS(=O)(=O)c1ccc(N2N=C(c3ccccc3)CC2c2cccc(Br)c2)cc1 (stereo not drawn)
→ 8	1.8	0.3	-3	92	1	8	1	1.5	-4
Cc1ccc(NC(=O)CSc2nc(N)cc(=O)[nH]2)cc1S(=O)(=O)N1CCOCC1
→ 3	-0.6	-0.1	1	102	19	-1	1	0.1	2
O=C(O)c1cc(S(=O)(=O)NCCN2CCNC2=O)ccc1O
→ 0	-0.5	-0.4	3	104	4	-3	9	2.3	2

# Quoted at random: 2 entries already listed
# The line under a structure holds: Granule exo inh	iPSC survival up	aDG glyco act	Glyco luc inh	ABCB6 inh 2	MC4R antagonist	H9c2 protect	ABHD5-PLIN5 inh	MC4R barr agon	m5-HT2A agonist
CCN(C[C@H]1N[C@@](Cc2ccccc2)(C(=O)OC)[C@H]2C(=O)N(Cc3ccccc3)C(=O)[C@@H]12)C(=O)c1ccc(F)cc1
→ 8	-1.1	0.2	-3	95	2	22	5	-1.6	2
CCOc1ccc(S(=O)(=O)N2CCC(C(=O)Nc3cccc(NC(C)=O)c3)CC2)cc1
→ 4	0.0	-0.1	2	85	4	-7	1	1.5	3

# More entries follow.
# The line under a structure holds: Granule exo inh	iPSC survival up	aDG glyco act	Glyco luc inh	ABCB6 inh 2	MC4R antagonist	H9c2 protect	ABHD5-PLIN5 inh	MC4R barr agon	m5-HT2A agonist
CCCCOc1ccc(-c2nnc(-c3ccncc3)o2)cc1
→ -1	3.0	0.2	-2	96	-6	-3	-1	-1.7	-1
CN(Cc1nc(-c2ccncc2)no1)S(=O)(=O)c1ccc(Br)cc1
→ 1	0.0	1.5	-1	93	9	-17	-1	0.1	1
Cc1ccc(C)n1/N=C1/NC(=O)CS1
→ 0	4.3	0.1	-1	91	-7	0	8	-1.4	2
Cc1ccc(OCC(=O)Nc2ccncc2)cc1C
→ -2	3.2	-0.2	3	74*	12	-10	8	1.9	-6
COc1ccccc1N1Cc2ccc(OC)c(OC)c2C1=O
→ 0	-0.1	-0.1	1	100	17	0	-11	0.2	-14
O=C(CC1C(=O)NCCN1Cc1ccccc1C(F)(F)F)NC1CCCCC1 (stereo not drawn)
→ -1	1.0	0.0	1	82	-1	-4	3	-1.4	6
CCn1c(N)c(C(=O)NCCOC)sc1=S
→ -2	1.4	-0.3	3	96	-3	4	-5	-0.5	6
CC1(C(=O)NS(=O)(=O)c2cccc(Cl)c2)CCN1C(=O)COc1ccc(Cl)cc1 (stereo not drawn)
→ -5	1.7	-0.3	1	104	0	-1	4	-0.3	-3
O=C(O)CSc1nnc(-c2ccncc2)n1CCc1ccccc1
→ 3	-3.3	-0.1	2	100	11	2	2	-1.7	4
Cc1nnsc1NC(=O)OCC(C)(C)C
→ -3	0.9	0.0	1	98	6	-5	-2	-0.9	1
N#CCOc1coc(CN2CCN(c3ccccc3)CC2)cc1=O
→ -12	-0.2	0.0	0	106	14	5	-2	-1.5	5
COc1ccccc1NC(=O)Cn1ccn(-c2cccc3ccccc23)c(=O)c1=O
→ -6	-0.7	0.1	4	99	-3	0	-8	-0.2	12
COCCCN(Cc1ccco1)C(=O)Cn1ncc2c(=O)oc3ccc(C)cc3c21
→ -1	0.3	-0.2	1	97	9	9	3	1.3	4
CN1/C(=C\C(=O)COC(=O)c2ccco2)C(C)(C)c2ccccc21
→ 0	1.8	0.1	-3	198	5	-21	1	-3.2	-4
COc1ccccc1N1CCN(Cc2ccc(-c3ccccc3[N+](=O)[O-])o2)CC1
→ 21	1.0	0.0	0	102	2	0	6	0.9	-6
COc1ccc(CCN2CC(C(=O)NCCc3cccnc3)CCC2=O)cc1 (stereo not drawn)
→ -23	-0.3	-0.1	1	99	5	-1	-5	2.0	-9
c1ccc(-n2nnnc2N2CCOCC2)cc1
→ 4	11	0.0	0	98	8	6	-7	0.0	0
COc1cccc(-c2ccc(C#N)c(SCC(=O)NCCc3cccc(Cl)c3)n2)c1
→ -4	-0.7	0.1	-2	101	16	-2	-2	13*	-4
Cc1cccn2c(=O)c(C=O)c(N3CCCCC3)nc12
→ 2	0.4	0.2	3	101	9	4	2	-0.3	3
CCOc1ccc(C2CC(=O)NC(SCC(=O)OC)=C2C#N)cc1 (stereo not drawn)
→ -1	-1.6	-0.1	1	100	3	-15	2	-0.7	-3
COc1cccc2sc3cc(C#CC4(O)CCCCC4)ccc3c(=O)c12
→ 1	-1.6	-0.4	-9	100	12	0	-2	3.2	10
CCOC(=O)c1cccc(NC(=O)CSc2nnc(C3CCCCC3)n2C)c1
→ 0	-0.9	0.0	.	94	0	7	-1	-2.8	2
S=c1nc(Cc2ccccc2)[nH]c2ccccc12
→ -17	-0.9	0.1	6	111	9	9	-20	0.8	0
CC(=O)c1c(O)cc(=O)n(-c2ccccc2)c1-c1ccc(C)cc1
→ 1	-1.8	-0.3	2	96	0	4	16	1.1	4
CNC(=O)COC(=O)c1cc(-c2ccccc2)nn1-c1ccccc1
→ -8	1.6	0.0	2	99	8	0	1	-1.2	3
CCc1ccccc1NC(=O)C1COc2ccccc2O1 (stereo not drawn)
→ -8	-0.5	0.0	-2	99	1	1	-1	-1.7	1
O=C(c1ccccc1)C(Cn1cncn1)C(Sc1ccccc1)c1ccccc1 (stereo not drawn)
→ 0	-2.1	0.3	-4	105	3	8	3	0.8	1
O=C1CC[C@@H]2CC(N3CCN(c4ccccc4)CC3)C[C@@H]3CCN1[C@H]23 (stereo partly drawn)
→ -1	0.4	-0.1	2	99	2	-1	2	-0.3	-6
COc1ccc(C(=O)Nc2nnc([C@@H]3C[C@H](O)[C@@H](CO)O3)s2)cc1
→ -2	0.1	0.0	2	95	0	-2	5	-0.1	-1
COC(=O)c1cccc(NC(=O)/C=C/c2ccc([N+](=O)[O-])cc2)c1
→ -2	-4.2	0.0	0	98	10	-1	-4	1.7	0
O=C(NNC(=O)c1ccccc1F)c1ccc(S(=O)(=O)N2CCCCC2)cc1
→ -2	1.4	-0.3	1	92	11	-6	2	-2.6	7
N#Cc1cc([N+](=O)[O-])ccc1N1CCN(c2ccccc2O)CC1
→ 3	0.8	0.1	-2	96	3	5	-1	1.5	-2
O=C(Nc1cc(S(=O)(=O)N2CCOCC2)ccc1Cl)c1ccncc1
→ -7	11	-0.1	1	108	1	1	-9	-0.5	-1
CCn1c(=O)cc(SCC(=O)NCc2cccnc2)c2ccccc21
→ 0	6.7	-0.2	2	100	9	2	0	-1.6	5
CC(=O)Nc1ccc(CN(C)CC2CCCN(CCc3cccc(C(F)(F)F)c3)C2)cc1 (stereo not drawn)
→ 44	-0.5	0.1	-1	98	8	-2	5	0.7	-3

# An unsorted share of the library, and some 4.5% of all compounds hit somewhere here.
